# BaF3 parental = parental Ba/F3 cell viability inhibition, counter-screen for JAK2V617F inhibitor project, murine pro-B, CellTiter-Glo luminescence; 1.1% of 220,000 active; CellTiter-Glo ATP luminescence; inhibition, % at 5.6 µM;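 active = inhibition above a per-campaign cutoff, the mean inhibition of all tested compounds plus 3 SD, cut at about 27% in these data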;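 note: 0% = DMSO wells and 100% = JAK Inhibitor I control wells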
# EP2 mod = EP2 receptor modulators, cAMP readout, primary screen, cell-based, HTRF cAMP, PGE2 stimulation. EP2-expressing cells, cAMP HTRF FRET, PGE2 co-stimulation. AID 940, 2007. 0.83% of 260,000 active. Prostaglandin E2 receptor EP2 subtype (Homo sapiens), P43116. induction, % at 25 µM;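 active = compounds whose cAMP rise, as percent of the full-agonist control response, exceeds 60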;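 note: rat C6 glioma line stably carrying human EP2 under a CMV promoter; the protocol text gives 20 µM as final concentration; 100% = response of wells given 1 µM PGE2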
# TRPN1 ag = zebrafish TRPN1 channel agonists, primary screen, cell-based, HEK293, calcium fluorescence; transient receptor potential cation channel N1 (TRPN1/NompC), Danio rerio; activation, % at 3 µM; HEK293 zebrafish TRPN1-YFP, Fluo-8 calcium fluorescence; 100% = response to 87 µM carbachol; 0.18% of 220,000 active;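 active = activation above its plate's cutoff, the mean activation of test wells on that plate plus 3 SD, cut at about 19% in these data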;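 note: 0% = DMSO alone and 100% = 87 µM carbachol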
#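 System: zebrafish TRPN1-YFP in HEK293 cells / Dosing: 3 µM single point / Timing: dye loading 1 h at 37 °C, then 30 min room temperature / Signal: Fluo-8 calcium fluorescence, excitation 470-495 nm, emission 515-575 nm / Read-out basis: percent activation from peak over basal fluorescence ratio, control-normalized / Control set: high carbachol 87 µM, low DMSO alone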
# PERK inhibitor = block of dimerizer-induced PERK translation repression, primary screen, PERK inhibitor project, CHO PERK-DD cells, SEAP luminescence, HTS; inhibition, % at 5.6 µM; AID 1416, 2008; CHO PERK-DD fusion, SEAP luminescence translation reporter; 0.17% of 220,000 active; Eukaryotic translation initiation factor 2-alpha kinase 3 (Homo sapiens), Q9NZJ5;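 active = inhibition above the mean inhibition of all tested compounds plus 3 SD, set separately per screening campaign, cut at about 2.9% in these data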;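 note: PERK kinase domain activated by AP20187 dimerizer at 100 nM; 0% = DMSO with dimerizer and 100% = rapamycin at 8.4 µM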
# Ba/F3 V617F tox = reduced viability of JAK2V617F-dependent Ba/F3 cells, primary screen, JAK2V617F inhibitor project, cell-based, Ba/F3 EpoR-JAK2V617F, luminescence; inhibition, % at 5.6 µM; ATP luminescence; 1.1% of 220,000 active; AID 1446, 2008;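 active = inhibition above the campaign mean plus 3 SD over all tested compounds, cut at about 24% in these data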;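 note: cytokine-independent growth of Ba/F3 cells driven by EpoR plus mutant JAK2; 0% = DMSO-treated cells and 100% = JAK inhibitor I control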
# TRPML3 agonist = human TRPML3 channel agonists, primary screen, cell-based, HEK293 TRPML3-YFP, Fluo-8 calcium fluorescence, 3 µM; 100% = the carbachol control signal; activation, % at 3 µM; 0.29% of 220,000 active; AID 1448, 2008;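 active = activation above its plate's cutoff, the mean activation of the plate's test wells plus 3 SD, cut at about 12% in these data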;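 note: 0% = DMSO only wells and 100% = carbachol wells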
# Target sequence (Q8TDD5 whole entry, looked up): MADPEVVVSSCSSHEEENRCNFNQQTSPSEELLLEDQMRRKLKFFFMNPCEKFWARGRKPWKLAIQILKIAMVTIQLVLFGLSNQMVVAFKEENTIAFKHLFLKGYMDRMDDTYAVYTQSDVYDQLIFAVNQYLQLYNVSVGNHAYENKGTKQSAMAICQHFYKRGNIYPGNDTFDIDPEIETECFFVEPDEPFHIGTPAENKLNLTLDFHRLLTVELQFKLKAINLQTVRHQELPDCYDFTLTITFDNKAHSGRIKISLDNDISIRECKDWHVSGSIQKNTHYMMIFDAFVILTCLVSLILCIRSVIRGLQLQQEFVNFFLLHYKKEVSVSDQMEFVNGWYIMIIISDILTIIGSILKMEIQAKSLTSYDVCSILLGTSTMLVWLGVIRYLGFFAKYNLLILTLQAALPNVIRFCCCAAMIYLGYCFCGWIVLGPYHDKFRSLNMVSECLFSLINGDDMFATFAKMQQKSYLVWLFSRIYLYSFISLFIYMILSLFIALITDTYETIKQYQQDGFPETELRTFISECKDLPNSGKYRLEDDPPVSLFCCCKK
#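 Test system – HEK293 line with stable expression of human TRPML3-YFP channel · Control set – carbachol 87 µM final as high control (100%), DMSO as low control (0%) · Signal – Fluo-8 calcium dye fluorescence, ex 470-495, em 515-575 nm · Incubation – 1-h 37 °C dye load, 5-s basal, 120-s post-compound reads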
# S1P4 antagonist = S1P4 receptor antagonists, primary screen, cell-based; S1P4-expressing cells, antagonist mode, reporter read-out; 0.26% of 220,000 active; Sphingosine 1-phosphate receptor 4 (Homo sapiens), O95977; inhibition, % at 4.98 µM; in the data active = inhibition above about 29%;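 note: 0% = wells stimulated with agonist and 100% = vehicle wells without agonist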
# Target sequence (O95977 whole entry, looked up): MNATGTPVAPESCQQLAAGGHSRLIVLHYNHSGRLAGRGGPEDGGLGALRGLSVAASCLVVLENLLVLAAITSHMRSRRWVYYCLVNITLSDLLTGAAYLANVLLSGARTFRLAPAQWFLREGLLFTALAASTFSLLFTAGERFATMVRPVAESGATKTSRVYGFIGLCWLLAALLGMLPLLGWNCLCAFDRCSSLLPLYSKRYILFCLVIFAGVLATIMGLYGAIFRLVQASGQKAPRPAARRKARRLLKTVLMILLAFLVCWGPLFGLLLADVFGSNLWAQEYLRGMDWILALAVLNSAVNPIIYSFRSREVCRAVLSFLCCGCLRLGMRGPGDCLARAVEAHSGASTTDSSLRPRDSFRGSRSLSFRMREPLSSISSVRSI
# S1P4 ag = S1P4 receptor agonists, primary screen, cell-based | S1P4-expressing cell line, agonist reporter assay | activation, % at 4.98 µM | 0.35% of 220,000 active; in the data active = activation above about 11%;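 note: 0% = DMSO vehicle and 100% = reference agonist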
# m-calpain inh = inhibitors of pig calpain II, primary screen, biochemical, fluorogenic peptide substrate, 1536-well | purified calpain II, 30 min | inhibition, % at 16 µM | 0.37% of 220,000 active | AID 1236, 2008;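 active = inhibition above about 50%, limit read from the data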
# Starred values were filed as active, the others as inactive.
SMILES,BaF3 parental,EP2 mod,TRPN1 ag,PERK inhibitor,Ba/F3 V617F tox,TRPML3 agonist,S1P4 antagonist,S1P4 ag,m-calpain inh
Cc1cccc(C)c1NC(=O)CN1C(=O)S/C(=C\c2cccn2-c2cccc(C(=O)O)c2)C1=O,1,0,-0.3,1.2,1,0.8,-5,2.1,-27
O=C(N/N=C\c1ccc(Sc2ccccn2)o1)c1cccc(Br)c1,2,6,2.1,0.0,-3,1.2,-10,-0.3,-5
O=C(Cn1nc(-c2ccccc2F)ccc1=O)NCc1ccc2c(c1)OCO2,5,18,-0.9,0.0,-1,-0.1,6,0.2,-12
C=C(C)c1cccc(C(C)(C)NC(=O)N2CCN(C)CC2)c1,1,-2,0.8,0.5,-1,0.0,0,0.7,-1
Cn1nccc1C(=O)Nc1ccccc1C(=O)O,5,9,0.7,1.0,0,0.1,-13,0.0,12
CCc1ccc(C(=O)/C=C/NCc2ccc(F)cc2)cc1,8,-3,0.8,0.4,1,0.8,-14,-0.8,11
COc1cc(C(=O)NC(=S)NNC(=O)[C@H]2C[C@@H]2c2ccccc2)cc(OC)c1OC,-1,3,11,0.0,1,14*,2,-1.6,-7
Cc1ccccc1N=C1N=C(N)c2ccccc21,3,24,-0.5,0.6,-3,0.6,-10,1.5,-9
O=C(CCS(=O)(=O)c1ccc(Br)cc1)Nc1cc(F)ccc1F,1,-33,-1.5,0.1,-2,-0.1,-7,-0.4,6
CC1(C)C(=O)N(OCc2ccccc2)C(C)(C)C(=O)N1OCc1ccccc1,0,12,-0.1,-1.8,-2,0.4,-5,-1.3,12
COc1cc(/C=C2\SC(=S)N(CC(=O)NC(C)(C)C)C2=O)cc(OC)c1OC,5,-44,2.2,-0.1,102*,0.6,-10,-1.8,-19
O=C(Nc1ccc2c(c1)OCCO2)c1ccccn1,14,20,-1.0,0.1,7,1.6,0,1.1,-21
CCOC(=O)c1c(-n2cnnn2)sc(C)c1C,3,-85,0.9,-0.3,7,-0.4,17,-0.8,-39
O=C(/C=C/c1ccc(Cl)cc1)NC(=S)Nc1ccc(CN2CCOCC2)cc1,7,-29,1.7,0.6,1,0.6,-7,0.5,-12
O=C(Nc1ccn(Cc2c(F)c(F)cc(F)c2F)n1)c1ccc(COc2ccccc2Cl)cc1,2,-22,2.4,-1.3,-1,1.4,-6,0.4,-28
NC(=S)Nc1cccc2cc3ccccc3cc12,14,-32,-1.4,0.4,7,0.9,-5,0.8,-145
Cc1cc(C)n(-c2ccc(C(=O)Nc3cccc(S(=O)(=O)N(C)C)c3)cc2)n1,8,-2,12,-0.6,-1,4.2,-4,0.8,1
Cc1nc2nc[nH]n2c(=O)c1NS(=O)(=O)c1ccc(F)cc1,3,28,1.6,0.7,1,0.7,-14,2.0,19
COc1ccc(CCNC(=O)C/C(C)=N/NC(=O)C23CC4CC(CC(C4)C2)C3)cc1OC,1,1,1.0,0.3,-3,0.2,4,-1.4,6
CNc1nc2c(c(=O)[nH]c(=O)n2C)n1CCOC,0,2,-0.3,1.4,1,0.3,-5,-1.4,17
Cc1ccc(C(=O)N2CC(C)OC(C)C2)c(Cl)c1 (configuration not stated),5,15,-0.3,1.0,0,0.0,-9,-1.0,-1
Cc1ccc(-c2csc(Cc3nc(-c4cc5ccccc5oc4=O)cs3)n2)cc1,5,-8,-0.1,0.2,4,1.1,-7,2.0,-58
O=C(Cc1ccccc1)Nc1ccc(N2CCOCC2)cc1,5,-39,-1.5,2.1,-3,-0.3,-8,-1.1,1
CCN(CC)CCNc1nc(-c2cccs2)c(CC(=O)O)s1,5,34,-0.1,-0.3,3,0.7,9,0.8,-14
Cc1cc(S(N)(=O)=O)c(N)c(S(N)(=O)=O)c1,0,18,2.0,1.3,-1,-0.1,-10,1.1,-38
# (next part)
SMILES,BaF3 parental,EP2 mod,TRPN1 ag,PERK inhibitor,Ba/F3 V617F tox,TRPML3 agonist,S1P4 antagonist,S1P4 ag,m-calpain inh
CC1=Nn2c(nc(-c3ccccc3)c2-c2ccccc2)N(CC(N)=O)C(=O)C1,6,3,-1.1,0.0,3,-0.2,-3,0.1,-6
Cc1nc2c(c(=O)n1CCC(C)C)c1nc3ccccc3nc1n2CC1CCCO1 (configuration not stated),3,-41,2.4,-0.2,3,0.6,3,-4.0,-154
O=C(c1cnc(Cl)c(Cl)c1)N1CCC(Cc2ccccc2)CC1,6,-36,-2.5,-0.5,4,-0.4,1,-0.5,36
Cc1cccc(-c2csc(NC(=O)c3cnccn3)c2C(=O)OC(C)C)c1,2,11,0.3,-0.5,2,0.4,-5,0.3,-68
Cc1ccc(C)c2[nH]c(=O)c(CN(CCN3CCCC3)C(=O)Nc3cccc(Cl)c3)cc12,3,11,0.8,-1.8,5,0.4,2,-3.5,1
CCNC(=O)NC(=O)C(C)OC(=O)c1ccc(SC)cc1OC (configuration not stated),0,14,0.5,-0.3,-1,0.4,-3,1.9,8
COc1ccc(C2CC(c3ccc(Br)cc3)=NN2C(=S)Nc2ccccc2)cc1 (configuration not stated),1,-23,2.3,-1.1,2,1.0,-2,2.1,-35
CCCC(=O)c1ccc(N2CCN(S(=O)(=O)c3ccccc3)CC2)c(F)c1,6,-28,1.4,0.2,-3,0.8,-8,2.4,-21
CC1=C(C#N)C(NC(=O)c2ccc(C)cc2)(C(F)(F)F)C(=O)N1 (configuration not stated),7,38,0.8,1.2,-2,-0.4,-15,1.0,-5
Cc1cccc2c1NC1(CCCC1)CC2C (configuration not stated),0,42,-0.3,1.2,-5,0.9,2,1.0,-11
C=CCn1c(SCc2nc3sc(C(=O)O)c(C)c3c(=O)[nH]2)nnc1-c1ccc(F)cc1,1,16,-1.9,0.9,-3,-0.3,-7,1.1,-4
CCOC(=O)c1cc(C(=O)OCC)c(=O)[nH]c1C,3,33,0.0,0.0,0,0.3,-4,2.8,-14
Cc1cc(C)nc(S/C=C/C(=O)c2ccccc2)n1,7,-50,-0.4,0.0,5,0.1,55*,-0.3,22
Cc1ccc(N2C(=O)CS/C2=N\C(=S)Nc2ccccc2)cc1,4,22,-3.8,0.2,-1,-0.6,-19,-1.1,8
COc1ccc(-n2c(SCC(=O)Nc3cc(C)on3)nc3c(c2=O)SCC3)cc1,-2,14,3.9,1.2,-5,0.7,-98,2.1,-2
COc1cc2cc(Oc3ccc4ccc(=O)oc4c3)c(=O)oc2cc1OC(C)=O,-7,-50,1.0,0.4,-1,0.8,2,0.1,-4
COc1ccc(CC(NC(C)=O)C(=O)NC2CCN(c3nnnn3-c3ccccc3)CC2)cc1OC (configuration not stated),5,14,1.0,0.5,-4,1.2,2,0.8,-8
CCOCCCn1c(=NC(=O)c2ccc(OC)c(OC)c2)c(C#N)cc2c(=O)n3cccc(C)c3nc21,4,12,-0.7,-0.3,-1,-0.3,-2,0.5,-204
CCN(CC)CCNC(=O)c1cccc(NC(=O)C(=O)c2ccccc2NC(C)=O)c1,0,-15,1.7,0.0,-4,0.4,5,-0.9,-13
O=C(COc1ccc2ccccc2c1)Nc1nnc(-c2ccco2)s1,0,-19,1.0,0.3,-2,0.3,-4,0.6,-22
COc1ccc(NS(=O)(=O)c2ccc(N3CCOCC3)c(NC(=O)c3ccc(OC)cc3)c2)cc1,42*,46,-2.9,-0.8,41*,-0.2,10,-1.2,-20
Cc1cc(C(=O)COC(=O)C2CC2)c(C)n1-c1ccc(F)cc1,4,13,-2.4,-0.1,-4,-0.6,-31,1.5,8
CCOc1ncccc1C(=O)OCC(=O)N(CC(C)C)C1CCS(=O)(=O)C1 (configuration not stated),0,16,-2.4,0.6,-3,-0.3,-21,-0.4,1
CCCCNC(=O)OCCNC(=O)Oc1cccc(C)c1,6,8,-0.4,0.1,-2,0.3,16,0.0,-8
C=CCn1c(Cc2csc(N)n2)nnc1SCC(=O)Nc1ccc(C(=O)OCC)cc1,4,-9,0.0,1.4,1,-0.4,1,-0.9,8

# Printed as active in TRPML3 agonist, among the entries above:
molecule	EP2 mod	PERK inhibitor	TRPML3 agonist	S1P4 antagonist	S1P4 ag	m-calpain inh
COc1cc(C(=O)NC(=S)NNC(=O)[C@H]2C[C@@H]2c2ccccc2)cc(OC)c1OC	3	0.0	14*	2	-1.6	-7

# Further entries follow.
SMILES,BaF3 parental,EP2 mod,TRPN1 ag,PERK inhibitor,Ba/F3 V617F tox,TRPML3 agonist,S1P4 antagonist,S1P4 ag,m-calpain inh
Clc1cccc(Cl)c1-c1noc(CN2CCOCC2)n1,3,7,2.9,0.4,0,0.8,8,1.6,-18
CC(=O)N1CCN(S(=O)(=O)c2cccc(C(=O)OCC(=O)NC(=O)c3cccn3C)c2)CC1,3,-23,0.3,0.2,2,0.0,-6,0.0,25
CCCCC(CC)C1OCC(CN2CCCC2)O1 (configuration not stated),3,1,0.1,1.3,0,0.9,0,-0.7,-31
Cc1[nH]n(-c2ccccc2)c(=O)c1/C=N\NC(=O)C1COc2ccccc2O1 (configuration not stated),4,19,-0.4,0.0,0,0.3,-21,-1.0,-7
C=C(C)Cn1c(SCC(=O)N/N=C/c2c(O)ccc3ccccc23)nc2ccccc2c1=O,3,-43,0.8,1.2,-2,0.8,-16,2.0,-59
COc1cc(/C(C)=N/NC(=O)c2ccc(CSc3nncn3C)cc2)cc(OC)c1OC,8,-12,0.6,0.9,2,0.6,-8,1.8,13
O=C(NCCc1csc(-c2ccccc2)n1)c1c(F)cccc1Cl,8,-38,-1.4,0.4,1,1.5,-5,-0.2,-8
Cn1nc(CSc2ccccc2)c(C=O)c1Cl,1,7,-1.7,0.3,-4,-0.1,0,0.4,10
CCOc1ccc(S(=O)(=O)n2nc(C)cc2C)c2ccccc12,1,26,-1.7,1.0,-3,0.0,-12,0.1,1
COC(=O)c1cc(NC(=O)c2ccccc2)c(=O)oc1/C=C/Nc1ccc(Oc2ccccc2)cc1,1,19,4.0,1.3,0,2.3,-5,1.9,-120
CC1(C)CC2CN(C(=O)Cc3ccccc3)C(C)(C2)C1 (configuration not stated),3,20,-1.7,0.2,3,0.1,-1,0.5,0
CCN1CCN(C(=S)Nc2ccc(Cl)c(Cl)c2)CC1,11,-59,1.2,0.8,-1,1.5,-8,0.5,2
Cc1ccccc1-n1c(=O)cc(N2CCN(Cc3ccccc3)CC2)[nH]c1=O,8,5,-0.7,1.7,-1,-0.1,-2,0.7,4

# Shown with tabs: part of the list above
SMILES	BaF3 parental	EP2 mod	TRPN1 ag	PERK inhibitor	Ba/F3 V617F tox	TRPML3 agonist	S1P4 antagonist	S1P4 ag	m-calpain inh
O=C(c1cnc(Cl)c(Cl)c1)N1CCC(Cc2ccccc2)CC1	6	-36	-2.5	-0.5	4	-0.4	1	-0.5	36
Cc1cccc(-c2csc(NC(=O)c3cnccn3)c2C(=O)OC(C)C)c1	2	11	0.3	-0.5	2	0.4	-5	0.3	-68
Cc1ccc(C)c2[nH]c(=O)c(CN(CCN3CCCC3)C(=O)Nc3cccc(Cl)c3)cc12	3	11	0.8	-1.8	5	0.4	2	-3.5	1
